ssDAF-12 act – activators of S. stercoralis DAF-12 nuclear receptor; AID 652126; activation, % at 6.8 µM; actives 1% (n = 370,000); HEK293 ssDAF-12/GRIP1 lit1-tk-luc reporter, luminescence; % of 3 µM dafachronic acid response;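 active = activation above the mean over all tested compounds plus 3 SD, cut at about 0.9% in these data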;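 note: 0% = DMSO-only wells and 100% = 3 µM delta7-dafachronic acid wells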
hcDAF-12 act – H. contortus DAF-12 activation, primary screen; HEK293 hcDAF-12 lit1-tk-luc reporter, luminescence; 0% DMSO, 100% Δ7-dafachronic acid; activation, % at 6.8 µM; actives 1.4% (n = 370,000); AID 652067;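 active = activation above the mean of all tested compounds plus 3 SD, cut at about 5.5% in these data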;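 note: 100% = response to 3 µM Δ7-dafachronic acid high control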
Rev-erbA mod – Rev-erb alpha (human) modulation | P20393 | Rev-erbα–FITC-DNA binding, fluorescence polarization, 90 min | activity, % at 10 µM | actives 0.79% (n = 370,000);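 active = activity above about 14%, limit read from the data; passing the limit was not always enough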;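 note: 0% = DMSO wells with 35 nM protein and 100% = DMSO wells with 750 nM protein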
hgDAF-12 ag – agonists of H. glycines DAF-12 nuclear receptor; AID 687014; actives 1.8% (n = 370,000); HEK293 GAL4-hgDAF12 UAS-luciferase reporter, agonist luminescence; normalized to butyrate control; activation, % at 6.8 µM;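 active = activation above a cutoff set at the mean of all screened compounds plus 3 SD, cut at about 10% in these data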;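 note: 0% = DMSO wells and 100% = sodium butyrate wells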
PLC-gamma1 inh – blocks human PLC-gamma1 enzyme activity; P19174; purified PLC-gamma1, fluorogenic substrate, fluorescence; inhibition, % at 12.2 µM; actives 0.84% (n = 370,000); AID 720700; in the data active = inhibition above about 9.5%
DAX1 inh-1 – blocks DAX1 repression of SF-1 activated StAR promoter | HEK293T StAR-luciferase reporter, SF-1/DAX-1 repression relief | inhibition, % at 6.8 µM | actives 1.1% (n = 370,000) | AID 652010;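 active = inhibition above the mean over all tested compounds plus 3 SD, cut at about 3.6% in these data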;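 note: 0% = DAX-1 cells with DMSO and 100% = cells lacking DAX-1 with DMSO; higher inhibition means more luminescence from relief of DAX-1 repression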
SMARCA2 activ – increases SMARCA2 function in MMTV reporter cells; MG213 cells, MMTV-luciferase reporter, dexamethasone, overnight; activation, % at 9.1 µM; actives 1% (n = 370,000); in the data active = activation above about 7.8%;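 note: 0% = vehicle wells and 100% = reference activator wells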
ADAM17 inh – ADAM17 inhibition, QFRET primary screen; P78536; inhibition, % at 6.95 µM; recombinant ADAM17, EDANS/DABCYL FRET peptide cleavage; actives 0.83% (n = 370,000); AID 720648;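 active = inhibition above the mean of compounds lying between control limits plus 3 SD, set per campaign, cut at about 8.5% in these data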;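 note: 0% = DMSO-only wells as the low control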
DAX1 inh-2 – NR0B1 (DAX1) inhibition; HEK293 Gal4-DAX1 luciferase reporter, luminescence; P51843; AID 504766; actives 0.99% (n = 340,000); inhibition, % at 6.75 µM;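 active = inhibition above the mean over all tested compounds plus 3 SD, cut at about 4.2% in these data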;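 note: 0% = DAX1-transfected cells with DMSO and 100% = empty-vector control cells with DMSO; inhibition shows as a rise in luminescence from relieved DAX1 repression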
MBD2 DNA inh – blocks human MBD2 binding to methylated DNA. Q9UBB5. TR-FRET, MBD2 binding to methylated oligonucleotide. inhibition, % at 4.4 µM. actives 0.31% (n = 370,000). AID 686964; in the data active = inhibition above about 13%
PLCb3 inh – blocks human PLC-beta3 enzyme activity; Purified PLC-beta3, fluorogenic substrate, fluorescence; Q01970; inhibition, % at 12.2 µM; actives 0.18% (n = 370,000); in the data active = inhibition above about 11%;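 note: 0% = median of compound wells on plate and 100% = full blocker control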
* hit, by the source's call; . = no result given; & = joins results of further samples.

#	SMILES	ssDAF-12 act	hcDAF-12 act	Rev-erbA mod	hgDAF-12 ag	PLC-gamma1 inh	DAX1 inh-1	SMARCA2 activ	ADAM17 inh	DAX1 inh-2	MBD2 DNA inh	PLCb3 inh
1	Cc1[nH]c2ccc(F)cc2c1CCN(Cc1ccncc1)C(=S)Nc1ccc(F)cc1	-1.6	-0.6	-1	-1.8	4	-0.8	-2	7	-1.0	4	0
2	CC(=O)N1CCCc2cc(S(=O)(=O)N3CCCC(C(=O)Nc4ccc(C)cc4C)C3)ccc21 (stereo not given)	-1.1	2.4	-2	-2.2	2	0.8	1	-2	0.2	0	-10
3	O=C(NCCc1ccccc1)c1ccc(S(=O)(=O)N2CCCCC2)cc1	-1.6	-2.1	1	0.2	3	-0.1	-2	-1	0.9	-1	-1
4	Cc1ccc(C(=O)N/C(=C\c2ccc(-c3ccc(Br)cc3)o2)C(=O)NC2CCS(=O)(=O)C2)cc1 (stereo not given)	-1.4	-1.2	1	-0.3	-37	-0.8	-5	-25	-0.1	-4	-44
5	Cc1ccccc1CC(=O)Nc1cccc(S(=O)(=O)N2CCCC2)c1	-1.6	-0.3	2	-0.2	0	1.0	-1	0	-0.9	0	-5
6	O=C(CN1C(=O)C2CC=CCC2C1=O)Nc1ccc(S(=O)(=O)Nc2ncccn2)cc1 (stereo not given)	-1.2	-0.2	5	-0.1	1	-0.1	4	-2	1.4	-2	-7
7	Cc1nc(C)n(CC(=O)c2ccc(Cl)cc2Cl)n1	-1.9	-0.5	3	-0.3	-1	-0.1	-7	-3	2.4	2	-10
8	N/C(=N\OC(=O)c1cc(-c2ccccc2)nc2ccccc12)c1ccccn1	-1.3	-1.7	-1	-0.9	4	0.4	1	0	0.3	-1	1
9	C[C@@H]1CCCCO[C@@H](CN(C)S(=O)(=O)c2cccs2)[C@@H](C)CN([C@H](C)CO)C(=O)c2cc(NS(=O)(=O)c3ccccc3)ccc2O1	-1.2	-0.8	0	-1.2	0	0.5	1	2	-0.7	-1	0
10	CCOC(=O)N1CCN(c2nnc(-c3ccc(C)cc3)c3ccccc23)CC1	-1.5	-2.0	-5	-1.9	-1	-0.6	-4	-4	-2.3	1	3
11	CCCc1nnc(SCC(=O)Nc2ccc3c(c2)OCCO3)n1CCOC	-0.6	0.1	1	0.8	4	0.2	-1	1	-0.4	-1	0
12	COc1ccccc1/C=N/NC(=O)c1ccc(Br)cc1	-1.5	-2.0	11	1.1	-6	-0.5	3	-2	0.4	2	-8
13	COc1ccc(C2(CNC(=O)Cc3ccccc3)CCCC2)cc1OC	-1.4	0.8	6	-0.3	2	0.2	-2	3	-0.3	-4	2
14	CS(=O)(=O)NCCSCc1c(F)cccc1Cl	-1.2	-0.8	-3	-2.0	1	0.1	0	-3	0.2	5	0
15	O=C(CN1C(=O)NC2(CCc3ccccc32)C1=O)NC1CCCCC1 (stereo not given)	-0.9	2.7	2	-1.7	8	0.3	2	4	-0.3	-5	5
16	CN(C)C(=S)Nc1ccc2c(c1)OCO2	-1.0	-1.1	-1	-0.6	0	-0.2	1	-3	-0.4	-4	1
17	Cc1ccc2oc(=O)n(CC(=O)O)c2c1	-0.4	1.2	-1	3.0	1	0.8	0	-5	3.3	2	-6
18	Cc1nnc(N/N=C/c2ccco2)n1N	-1.7	-2.2	-2	-4.7	1	-3.8	-1	-5	-1.4	-9	-2
19	O=C(CCC(=O)N(CC(=O)NC1CCCC1)c1ccccc1F)Nc1nccs1	-1.9	-0.7	-3	-1.0	0	0.4	-1	-1	0.7	-2	0
20	O=C(CCCCCn1c(=O)[nH]c2ccsc2c1=O)N1CCN(C2CCCCC2)CC1	-1.7	0.7	8	-1.6	1	1.0	-2	-2	4.0	3	1
21	COC(=O)c1ccc(-n2nnnc2SC)cc1	-1.9	-0.7	4	-1.0	4	-0.6	-3	-1	-0.2	-1	-2
22	Cc1cc(OCC(=O)N(C)C2CCCCC2)cc(C)c1Cl	-0.9	-1.6	5	4.8	2	0.0	6	3	3.5	-5	5
23	CNC(=S)NNC(=O)c1cccn(Cc2cccc(C(F)(F)F)c2)c1=O	-1.3	-1.9	1	-2.9	-12	0.2	-2	-54	-1.1	-1	-25
24	Cn1c(CN2CCCC2)nc2cc(NC(=O)COc3ccc(Cl)cc3)ccc21	-2.2	-3.1	-2	-3.2	-33	-1.1	-4	-8	-1.5	2	-35
25	CCN1C(=O)C(=O)N(CC(=O)Nc2ccccc2Oc2ccccc2)C1=O	-1.3	-2.0	-4	-4.1	3	0.2	-2	1	-2.1	5	0

Brought forward from above: 2 entries, then new ones.
#	SMILES	ssDAF-12 act	hcDAF-12 act	Rev-erbA mod	hgDAF-12 ag	PLC-gamma1 inh	DAX1 inh-1	SMARCA2 activ	ADAM17 inh	DAX1 inh-2	MBD2 DNA inh	PLCb3 inh
24	Cn1c(CN2CCCC2)nc2cc(NC(=O)COc3ccc(Cl)cc3)ccc21	-2.2	-3.1	-2	-3.2	-33	-1.1	-4	-8	-1.5	2	-35
25	CCN1C(=O)C(=O)N(CC(=O)Nc2ccccc2Oc2ccccc2)C1=O	-1.3	-2.0	-4	-4.1	3	0.2	-2	1	-2.1	5	0
26	Cc1ccc(C2CCC3(CCC(=O)N3CCOC(=O)Nc3ccc(Br)cc3)CC2)cc1 (stereo not given)	-0.8&-0.9	-0.7&-0.2	-1&1	1.4&-0.5	0&-2	-0.1&0.2	-5&-2	0&-3	.	-5&2	2&2
27	CCOC(=O)C1=C(C)Nc2ccccc2N=C1NC(=O)c1oc2ccccc2c1COC	-1.4	0.5	6	-2.4	-2	-4.8	-2	0	-1.5	3	-4
28	CC(=O)N1c2ccccc2Sc2ccc3ccccc3c21	-1.2	0.1	4	-3.0	-3	0.5	3	-3	1.1	0	0
29	CC(C)OCCCN1C(=O)c2ccccc2C1C(=O)NC1CCCCC1 (stereo not given)	-1.1	-2.4	5	-1.4	5	-0.1	-3	5	0.0	-2	3
30	COc1ccc(NC(=O)C(C)SCc2ccccc2)cc1 (stereo not given)	-1.1	-0.7	-1	2.4	0	-0.7	-1	-3	6.5*	-2	-1
31	CCOC(=O)c1c(-c2ccsc2)csc1N	-1.2	1.4	-4	0.1	-4	0.1	1	-2	-0.5	-1	-10
32	COc1cc(O)c(C(CCN2CCN(c3ccccc3)CC2)c2ccc3c(c2)OCO3)c(OC)c1 (stereo not given)	-1.6	-1.2	4	0.0	6	-0.7	1	12*	-0.3	-3	10
33	Cc1cc(C)cc(OCC(=O)N2N=C(c3cccnc3)CC2(O)C(F)(F)F)c1 (stereo not given)	-1.7	-1.9	-3	-2.6	-1	-0.8	-4	0	-0.7	-1	-2
34	O=C(O)c1cccc(N2C(=O)CSC2c2c(F)cccc2Cl)c1 (stereo not given)	-1.3	-0.4	-4	0.1	4	0.3	5	-2	1.6	-2	-1
35	COc1ccc(C(=O)Nc2cccc(NC(=O)c3cccs3)c2)cc1	-1.5	0.2	1	0.6	-1	-0.3	-1	-3	-0.2	-2	-8
36	O=C(Nc1nnc(SCCN2CCOCC2)s1)C1CC(=O)N(c2ccc(F)cc2)C1 (stereo not given)	-1.2	-0.2	-3	-1.5	-6	1.5	-2	-2	-0.4	0	-9
37	O=C(Nc1ccc(Cl)cn1)C1COc2ccccc2O1 (stereo not given)	0.8	6.0*	-6	14*	0	3.6	4	-1	3.1	3	4
38	CCCC(=O)OCC(=O)Nc1cc(C(C)(C)C)nn1-c1ccccc1	-0.4	0.9	-6	1.4	3	-0.3	-1	-3	1.6	-1	3
39	C=CCOc1ccccc1CNCCNC(=O)c1nonc1N	-0.7	-1.9	0	-2.5	1	-0.1	2	0	-0.1	-2	-1
40	CC1CC(C)CN(CCCNC(=O)c2cc3c(=O)[nH]c4ccccc4c3n2C)C1 (stereo not given)	-1.1	0.5	-13	1.0	-8	0.9	2	-10	2.5	-1	-8
41	Cc1cccc(Nc2nc(N3CCCCC3)nc(N3CCCCC3)n2)c1	-0.2	-3.0	2	3.3	2	-0.1	-1	-2	0.8	4	-3
42	CCOC(=O)C1=CN(Cc2cccc(F)c2)S(=O)(=O)NC1c1ccc(F)c(Cl)c1 (stereo not given)	-1.1	-1.6	-1	-4.0	-5	-1.0	-3	5	-0.3	-3	-8
43	Cc1ccc(-n2nnc3c(=O)n(CC(=O)NCC4CCCO4)cnc32)cc1 (stereo not given)	-0.7	0.1	1	2.1	1	0.3	-1	-2	0.5	-4	2
44	COc1ccc(-c2csc(NC(=O)C3CSC4(C)CCC(=O)N34)n2)cc1OC (stereo not given)	-1.4	-0.7	1	-2.9	-5	0.3	0	-2	-1.3	-2	-7
45	CCC1(c2ccccc2)SC(=O)NC1=O (stereo not given)	-1.3	-0.8	6	-3.2	5	-0.6	-1	-6	4.2	5	-1
46	O=C(c1ccc(S(=O)(=O)N2CCCC2)cc1)N1CCCc2ccccc21	-0.8	0.7	0	-0.6	4	-0.7	1	-3	-0.1	1	-1
47	Cc1cc2nc(-c3nnnn3-c3c(C)cccc3C)c(=O)[nH]c2cc1C	-0.3	-1.1	5	2.5	-83	-0.2	8.0*	-21	.	-2	-96
48	CCO[C@H]1c2c(ccc3ccc(=O)oc23)OC(C)(C)[C@H]1O	-1.3	-1.6	1	4.1	-20	0.0	2	-77	0.6	3	-31
49	CC12CCC(=O)N1C(C(=O)NNC(=O)COc1cccc(C(F)(F)F)c1)CS2 (stereo not given)	-1.2	-1.9	-3	-1.2	-3	-2.4	-3	-5	-0.8	4	-7
50	O=C(OCC(=O)N1CCCCCC1)c1ccc(S(=O)(=O)N2CCOCC2)cc1	-0.8	-1.5	-2	0.8	-3	0.5	-4	-2	-0.2	1	-3
51	CN(CC(=O)Nc1cccc(F)c1)C(=O)c1cn(-c2ccccc2)nc1-c1ccccc1	-1.5	0.0	0	-0.3	-2	-1.4	-2	3	-0.6	4	-5
52	Cc1c(C(=O)N2CCOCC2)c(S(=O)(=O)Nc2ccc(OC(F)(F)F)cc2)c(C)n1C	-1.0	-0.4	-3	-1.1	-1	-0.1	0	-1	0.9	1	-3
53	CCc1ccccc1NC(=S)N(CCCN1CCOCC1)Cc1cccs1	-0.8	-1.0	6	0.3	4	-0.4	-3	1	-1.3	6	-1
54	CC(C)c1onc(C(=O)N(C)C2CCCCC2)c1[N+](=O)[O-]	-1.4	-1.2	-2	2.4	-2	0.4	-3	-2	0.0	6	0
55	C=CCSc1nnc(-c2ccccc2N=Cc2c(C)[nH]n(-c3ccccc3)c2=O)c(=O)[nH]1	-1.1	1.4	-4	2.6	2	1.4	1	1	0.2	-18	2
56	COc1ccccc1NC(=O)CCN1CCN(c2ccc(Cl)cc2)CC1	-1.2	-1.7	3	-1.1	2	-0.5	-2	-2	-0.6	5	-3
57	CC(C)(C)OC(=O)N(CCc1ccccc1)Cc1ccc(OCc2cccc(NC(=O)c3ccccc3)c2)cc1	-0.9	-1.6	6	-1.8	3	1.4	4	0	-0.2	-3	1
58	Fc1ccc(CSc2nsc(SCc3ccc(F)cc3)n2)cc1	-0.9	-0.8	1	0.9	1	-0.1	-4	-3	0.4	4	2
59	COC(=O)CN(C)C(=O)c1ccccc1OC1CCN(S(C)(=O)=O)CC1	-0.6	-0.2	4	-3.6	4	-0.2	0	-2	1.2	6	-2

Screening data deposited in PubChem by several laboratories.
